Screening data (PubChem)
influenza NS1A: NS1A inhibition, H1N1 influenza, cell based functional assay (AID 504329). NS1A functional cell-based assay, percent inhibition; higher % means a stronger effect. one-dose inhibition, % at 12.5 µM; IC50 in µM for titrated hits. 340,000 tested, 0.3% active; in the data active = a potency from the dose series; inconclusive = inhibition above about 27% without an active follow-up result; also: strong numbers were not always called active
M. tuberculosis: growth inhibition of non-replicating M. tuberculosis (AID 488890). Mycobacterium tuberculosis non-replicating, growth inhibition; higher % means a stronger effect. inhibition, % at 25 µM, or IC50 in µM where a hit was titrated. 320,000 tested, 0.39% active; in the data active = a potency from the dose series; inconclusive = inhibition mostly from about 82% at the one dose, without a potency; inactive = the rest, 99 in 100 with inhibition below about 76%;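 also: plate controls were DMSO cells for no effect and high antibiotic wells for full effect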
M. tuberculosis HTS: M. tuberculosis growth inhibition, HTS (AID 449762). M. tuberculosis H37Rv growth inhibition, 7H9 media; higher % means a stronger effect. inhibition, % at 25 µM; hits with a dose series show IC50 in µM. 330,000 tested, 0.59% active; in the data active = a potency from the dose series; inconclusive = inhibition above about 70% without an active follow-up result;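 also: bacterial growth assessed after seven days of incubation; strong numbers were not always called active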
Salmonella PhoP GFP: PhoP regulon inhibitors, Salmonella typhi PhoP promoter GFP reporter, confirmatory (AID 1850) | one-dose inhibition, % at 50 µM; IC50 in µM for titrated hits | Salmonella Typhi PhoP-promoter GFP reporter, fluorescence, 4 h; higher % means a stronger effect | 310,000 tested, 0.33% active; in the data active = a potency from the dose series; inconclusive = inhibition mostly from about 25% at the one dose, without a potency; inactive = the rest, 99 in 100 with inhibition below about 19%;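 also: 0% = induced wells with vehicle and 100% = uninduced wells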
VEEV TC-83 Vero: inhibitors of VEEV TC-83 cytopathic effect, confirmation, Vero cells (AID 588727); inhibition, % at 20 µM, or IC50 in µM where a hit was titrated; 350,000 tested, 0.13% active; Vero cells, VEEV TC-83 cytopathic effect inhibition; higher % means a stronger effect; in the data active = a potency from the dose series; inconclusive = inhibition mostly from about 14% at the one dose, without a potency; inactive = the rest, 99 in 100 with inhibition below about 12%; also: strong numbers were not always called active
VEEV TC-83 Vero 10K pilot screen: second read-out of VEEV TC-83 Vero, no call of its own (marks repeat the call); inhibition, %; measured here: 10K pilot screen inhibition
Starred values were filed as active, the others as inactive; i = inactive; ? = inconclusive; nt = not tested or not shown.

SMILES	influenza NS1A	M. tuberculosis	M. tuberculosis HTS	Salmonella PhoP GFP	VEEV TC-83 Vero	others
CC(=O)c1cccc(NC(=O)CCNS(=O)(=O)c2cccc(C(C)=O)c2)c1	4%	-6%	0%	0%	6.0%	VEEV TC-83 Vero 10K pilot screen=0.1
Oc1ccccc1C=Nc1cccc2ccccc12	-4%	17%	5%	2%	i
O=Cc1c[nH]c2ccc(NC(=O)OCc3ccccc3)cc12	3%	nt	nt	nt	0.8%
CCCNC(=O)c1c(CSc2ccccc2)noc1C(=O)NCc1ccccc1	-3%	5%	8%	-7%	i
CCOC(=O)C1=CN(CC2CCCCC2)CCC1=O	6%	nt	nt	nt	i
O=C(CSc1nnc(Cc2ccccc2)o1)NCCN1C(=O)CSC1=O	-10%	10%	-10%	-10%	1.7%
CCC(C)(C)C1CCc2[nH]nc(C(=O)NCCCNC(=O)OC(C)(C)C)c2C1 (stereo not drawn)	8%	7%	9%	-10%	2.9%
COc1ccccc1CCNC(=O)CCNS(=O)(=O)c1ccc(NC(C)=O)cc1	-14%	19%	-4%	nt	0.8%
O=c1c2ccccc2c(=O)n2n1Cc1ccccc1C2	0%	-6%	0%	-2%	0.5%
Cc1c(/C=N/NC(N)=O)c2ccccn2c1C(=O)c1ccncc1	-4%	5%	-4%	17%	4.2%
CC1(C)CC2CC(C)(CN2S(=O)(=O)c2cccc(C(=O)OCC(=O)NC(N)=O)c2)C1 (stereo not drawn)	-1%	57%	33%	-5%	3.3%
Nc1nc(-c2ccc(Br)cc2)cs1	9%	59%	-10%	11%	0.0%
O=C(N/N=C/c1ccc(Cl)c([N+](=O)[O-])c1)c1cc(-c2ccc3c4c(cccc24)CC3)n[nH]1	-11%	29%	31%	14%	6.0%
O=C(Nc1cccc(Cl)c1)OCCOC(=O)Nc1cccc(Cl)c1	-10%	nt	nt	nt	2.2%
COc1ccc(CNC(=O)COc2ccc(S(=O)(=O)N3CCCCC3)cc2)cc1	-6%	10%	2%	-11%	2.0%
COc1ccc(CCNC(=O)CN2C(=O)c3ccccc3S2(=O)=O)cc1OC	-4%	8%	1%	1%	0.2%
Cc1ccc(CN2CCN(CC(=O)N3CCC(C(N)=O)CC3)C2=O)cc1	-7%	nt	2%	nt	0.4%
C/C(=N\NC(=O)c1ccccc1OCCOc1ccccc1)c1ccccc1F	-5%	nt	nt	nt	12%
O=C1NC(Cc2ccccc2)c2nc3ccc(Cl)cc3c(=O)n2-c2ccc(Cl)cc21 (stereo not drawn)	nt	30%	15%	nt	nt
CCN(CC)S(=O)(=O)c1ccc(OCC(=O)NC(=O)Cc2ccccc2)c([N+](=O)[O-])c1	-2%	41%	2%	nt	i

3 entries out of the list, sorted by number of heavy atoms, largest number first.
SMILES	influenza NS1A	M. tuberculosis	M. tuberculosis HTS	Salmonella PhoP GFP	VEEV TC-83 Vero	others
O=C(N/N=C/c1ccc(Cl)c([N+](=O)[O-])c1)c1cc(-c2ccc3c4c(cccc24)CC3)n[nH]1	-11%	29%	31%	14%	6.0%
CC1(C)CC2CC(C)(CN2S(=O)(=O)c2cccc(C(=O)OCC(=O)NC(N)=O)c2)C1 (stereo not drawn)	-1%	57%	33%	-5%	3.3%
Cc1ccc(CN2CCN(CC(=O)N3CCC(C(N)=O)CC3)C2=O)cc1	-7%	nt	2%	nt	0.4%

Continuation:
SMILES	influenza NS1A	M. tuberculosis	M. tuberculosis HTS	Salmonella PhoP GFP	VEEV TC-83 Vero	others
O=[N+]([O-])c1cccc(/C=N/N2CCN(Cc3ccc(Cl)cc3)CC2)c1	1%	39%	?	2%	1.1%
Cc1cc(NC(=O)CSc2nc3[nH]c(=O)cc(O)c3s2)ccc1Br	-9%	nt	nt	nt	4.6%
CCOC(=O)Cn1c(-c2cccnc2Cl)nc2ccccc21	19%	3%	-2%	-13%	i
CSc1ccc(S(=O)(=O)NCC(=O)OCC(=O)N2CCCCC2C)cc1[N+](=O)[O-] (stereo not drawn)	-4%	2%	-8%	4%	2.1%
Cc1ccc(NC(=S)Nc2ccc3[nH]c(=O)[nH]c3c2)cc1	-6%	48%	-2%	13%	0.7%
O=[N+]([O-])c1cnccc1Nc1ccc(Cl)cc1	4%	6%	2%	-19%	2.4%
CCOC(=O)CSc1ccc(C(=O)NCCN2CCOCC2)cc1[N+](=O)[O-]	-4%	-9%	-4%	-2%	0.6%
CC(c1ccccc1)C1CC(=O)N(Cc2ccccc2)C1=O (stereo not drawn)	-7%	5%	1%	-6%	1.7%
O=C(Cn1cnc2ccccc2c1=O)Nc1cccc(-c2nnc3n2CCCCC3)c1	-3%	-8%	-5%	17%	1.1%
NNC(=O)/C=C/c1ccc(Cl)cc1Cl	1%	73%	66%	-6%	i
COc1ccc(C(=O)CCC(=O)Nc2cccnc2)cc1	6%	-6%	-2%	20%	1.3%
CC(=O)N(c1cccc(Br)c1)c1nc(C)cc(C)c1C#N	-3%	2%	3%	-2%	1.5%
Cn1c(SCC(=O)NCCc2ccccc2)nc2c([nH]c3ccccc32)c1=O	3%	-13%	5%	5%	0.1%
CCOC(=O)C1=C(COC(=O)c2cc(Br)c(Br)s2)NC(=O)NC1C (stereo not drawn)	-9%	42%	?	10%	1.8%
CN(c1ccccc1)S(=O)(=O)c1cccc(NC(=O)Nc2ccc(Cl)cc2C#N)c1	5%	30%	13%	-10%	8.0%
Cc1ccc(NC(=O)CC(N)=S)cc1	-4%	67%	2%	3%	i
CSCC(=O)N1CCCC(CO)(Cc2ccccc2C)C1 (stereo not drawn)	9%	-8%	-1%	5%	3.8%
CC1CCCCC1NC(=O)COC(=O)c1ccc(S(=O)(=O)N2CCOCC2)cc1 (stereo not drawn)	-4%	-8%	2%	11%	1.4%
CCn1c(C)nc([N+](=O)[O-])c1C(=O)O	1%	2%	-2%	-8%	1.4%
Cc1ccc(N=Nc2ccc(O)c3ncccc23)cc1C	-5%	-6%	?	-7%	0.9%
COc1ccc(Cc2nc(C(=O)Nc3ccc(Cl)cc3)cs2)cc1	2%	78%	-3%	-1%	i
CCC(=O)NC(=S)Nc1cccc(NC(=O)c2ccccc2C)c1	3%	6%	10%	-2%	i
C=CCn1c(SCC(=O)Nc2cc(C)nn2-c2ccccc2)nnc1C1CCCCC1	2%	23%	-1%	-4%	i	VEEV TC-83 Vero 10K pilot screen=0.5
O=S(=O)(c1ccc2c(c1)oc1ccccc12)N1CCOCC1	-5%	15%	5%	-7%	0.1%	VEEV TC-83 Vero 10K pilot screen=0.3
CCOC(=O)CSc1nc2cc3c(cc2cc1C#N)OCCO3	0%	7%	12%	-1%	1.9%
CC(Oc1ccc2ccc(=O)oc2c1)C(=O)NCCCn1ccnc1 (stereo not drawn)	-4%	-8%	8%	2%	1.9%
CN(C(=O)Nc1ccc(Cl)cc1)n1cnc2ccccc2c1=O	nt	-20%	39%	2%	0.3%
CCOc1cc(N2CCOCC2)c(OCC)cc1NC(=O)c1ccc2ncsc2c1	0%	10%	1%	nt	4.9%
CCNC1(C(N)=O)CCN(Cc2ccccc2)CC1	0%	nt	nt	nt	0.1%
COc1cc(OC)c2c(c1)OCC1CON(C)C21 (stereo not drawn)	-11%	-7%	-2%	5%	i

Overlap with the part before: two compounds, followed by the next part.
SMILES	influenza NS1A	M. tuberculosis	M. tuberculosis HTS	Salmonella PhoP GFP	VEEV TC-83 Vero	others
CCNC1(C(N)=O)CCN(Cc2ccccc2)CC1	0%	nt	nt	nt	0.1%
COc1cc(OC)c2c(c1)OCC1CON(C)C21 (stereo not drawn)	-11%	-7%	-2%	5%	i
Nc1ccc2nc(-c3cccnc3)[nH]c2c1	1%	-11%	1%	-6%	i
CCC12C(=Nc3c(Cl)cccc31)C[C@@H]1CCN3C(=O)CCC[C@H]2[C@H]13 (stereo partly drawn)	-67%	nt	nt	nt	0.3%
CCn1c(SCC(=O)NCCc2ccc(F)cc2)nnc1-c1cccs1	10%	4%	-3%	-4%	0.6%	VEEV TC-83 Vero 10K pilot screen=0.3
CC1CCN(C(=O)C2CCN(S(=O)(=O)c3ccc(-n4cnnn4)cc3)CC2)CC1	-3%	-9%	1%	1%	0.8%
COCCNc1nc(Cl)c(C#N)s1	-4%	-18%	-1%	-6%	2.7%
CCOc1cc(/C=N/Nc2cccc(C(=O)O)c2)ccc1OC(=O)c1ccccc1	9%	nt	nt	nt	1.8%
CN1/C(=C/C(=S)NC(=O)C2(C)CC2(Cl)Cl)C(C)(C)c2ccccc21 (stereo not drawn)	31%	5%	1%	-12%	i
Cc1ccc2[nH]c(=O)c(CN(CCN3CCOCC3)C(=O)Nc3ccc(F)cc3)cc2c1	-5%	6%	9%	0%	11%
CCOC(=O)c1c(-c2ccccc2)csc1NC(=O)/C(C#N)=C/c1ccc(O)c(OC)c1	-5%	4%	-4%	-15%	9.7%
COc1ccc(CCNC(=O)c2cnc3n(c2=O)CCS3)cc1OC	7%	-10%	-7%	4%	3.3%

Pulled by structure from the entries so far, 7 records:
SMILES	influenza NS1A	M. tuberculosis	M. tuberculosis HTS	Salmonella PhoP GFP	VEEV TC-83 Vero	others
CCC12C(=Nc3c(Cl)cccc31)C[C@@H]1CCN3C(=O)CCC[C@H]2[C@H]13 (stereo partly drawn)	-67%	nt	nt	nt	0.3%
COCCNc1nc(Cl)c(C#N)s1	-4%	-18%	-1%	-6%	2.7%
Nc1ccc2nc(-c3cccnc3)[nH]c2c1	1%	-11%	1%	-6%	i
CCOC(=O)c1c(-c2ccccc2)csc1NC(=O)/C(C#N)=C/c1ccc(O)c(OC)c1	-5%	4%	-4%	-15%	9.7%
CN1/C(=C/C(=S)NC(=O)C2(C)CC2(Cl)Cl)C(C)(C)c2ccccc21 (stereo not drawn)	31%	5%	1%	-12%	i
COc1ccc(CCNC(=O)c2cnc3n(c2=O)CCS3)cc1OC	7%	-10%	-7%	4%	3.3%
Cc1ccc2[nH]c(=O)c(CN(CCN3CCOCC3)C(=O)Nc3ccc(F)cc3)cc2c1	-5%	6%	9%	0%	11%

(list continues)
SMILES	influenza NS1A	M. tuberculosis	M. tuberculosis HTS	Salmonella PhoP GFP	VEEV TC-83 Vero	others
Cc1nn(-c2ccccc2)c(Cl)c1C(=O)Nc1ccc(N2CCOCC2)cc1	-15%	6%	2%	-6%	1.2%
COc1cc(OC)cc(C(=O)N[C@H](C(=O)NCc2cccs2)C(C)C)c1	-2%	42%	-3%	8%	0.1%
COC(=O)CC(CC(=O)OC)n1cccc1	2%	nt	nt	nt	0.9%
CC(/C=C/c1ccccc1)=N/O	4%	28%	51%	-1%	0.7%
Cc1ccc(S(=O)(=O)N(C)c2ccc(OCC(=O)Nc3cccc(-n4cnnn4)c3C)cc2)cc1	-31%	11%	0%	1%	1.0%
COC(=O)C(Cc1ccccc1)NC(=O)c1cc(=O)[nH]c2ccccc12 (stereo not drawn)	-3%	10%	6%	-6%	i
COc1ccc(Cl)cc1NC(=O)COC(=O)C1COc2ccccc2O1 (stereo not drawn)	-9%	-22%	-8%	nt	0.5%
CCCCOc1ccc(C(=O)Nc2cc(C)c(OCC(=O)N3CCOCC3)c(C)c2)cc1	-4%	32%	1%	0%	6.0%
CCCNC(=O)NC(=O)COc1ccc(-c2ccc(C#N)cc2)cc1	5%	2.5µM*	?	6%	i
COc1ccc(S(=O)(=O)NC(CC(=O)NC2CCCC2)c2ccco2)cc1 (stereo not drawn)	-4%	-12%	-10%	1%	1.6%
C=CCn1c(Cc2c[nH]c3ccccc23)n[nH]c1=S	-3%	-33%	-1%	-5%	0.2%
CCCCNC(=O)C(Cc1ccccc1)NS(=O)(=O)c1ccc2c(c1)c(=O)n(C)c(=O)n2C (stereo not drawn)	0%	nt	-11%	19%	i
N#Cc1ccc(COc2cccc3cccnc23)cc1	-13%	7%	7%	-1%	i
O=C(NC1CCCCC1)C(c1cccnc1)N(C(=O)CCl)c1cccc(Cl)c1 (stereo not drawn)	5%	72%	22%	4%	12%
Cc1ccc(CSc2n[nH]c(N)n2)cc1	-3%	9%	5%	11%	0.5%
Cc1cc[n+](-c2[nH]c(=O)sc2/C=N/N=C(\[O-])CCn2c3ccccc3c3ccccc32)cc1	nt	7%	0%	5%	1.0%
CCOC(=O)CSc1nc(C)c(Oc2ccc(Cl)cc2Cl)c(=O)[nH]1	-10%	22%	12%	-7%	0.6%
CCOc1cccc(-c2nnc3sc(COc4ccccc4)nn23)c1	-3%	17%	1%	4%	3.3%
COc1ccc(NC(=O)c2cccc(OC(=S)N3CCOCC3)c2)cc1	-6%	11%	3%	4%	0.1%
CC(C)(C)c1ccc(C(=O)NCCn2c(N)c(C#N)c3nc4ccccc4nc32)cc1	-6%	4%	9%	-1%	9.5%
Cc1ccc(N2CCN(C(=O)CCc3nc4ccccc4[nH]3)CC2)c(C)c1	1%	46%	5%	2%	0.8%
